# High-throughput results from PubChem.
# K1F lysis inhibition: inhibition of K1F phage lysis, E. coli UTI89, bacterial capsule biogenesis inhibitors, alamar blue (AID 488966); E. coli UTI89 K1F phage lysis, alamar blue, 2 h; higher % means a stronger effect; one-dose inhibition, % at 100 µM; IC50 in µM for titrated hits; 340,000 compounds, 0.02% hits;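 active = phage lysis inhibition, versus mean bacterial control, above a set limit; inconclusive = no clear call, values can overlap the other calls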;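 also: capsule biogenesis inhibitors block K1F phage lysis so surviving cells raise fluorescence; higher fluorescence means more inhibition of phage lysis; actives were called in the ten point dose series up to 300 µM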
# NS5 inhibitors: Dengue-2 NS5 methyltransferase inhibitors, primary screen, biochemical, confirmation dose response (AID 588689); Genome polyprotein (Dengue virus type 2 (strain 16681-PDK53)); Dengue-2 NS5 methyltransferase capping enzyme assay, biochemical; higher % means a stronger effect; one-dose inhibition, % at 25 µM; IC50 in µM for titrated hits; 340,000 compounds, 0.3% hits; in the data active = a potency from the dose series; inconclusive = inhibition above about 29% without an active follow-up result
# NTR1 ag: agonists of NTR1, primary screen, imaging, U2OS cells, beta-arrestin-GFP, high content (AID 493036) | Neurotensin receptor type 1 (Homo sapiens), P30989 | NTR1-U2OS beta-arrestin-GFP spot imaging, agonist mode | activation, % at 20 µM | 330,000 compounds, 0.17% hits;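 active = activation at or above 40% of the spot to cytoplasm intensity ratio, with at least 20 cells analyzed; inconclusive = wells under 20 cells, flagged as cytotoxic or low count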;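 also: 0% = DMSO without peptide and 100% = 100 nM NTR1 peptide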
# Target sequence (P30989 whole entry, looked up): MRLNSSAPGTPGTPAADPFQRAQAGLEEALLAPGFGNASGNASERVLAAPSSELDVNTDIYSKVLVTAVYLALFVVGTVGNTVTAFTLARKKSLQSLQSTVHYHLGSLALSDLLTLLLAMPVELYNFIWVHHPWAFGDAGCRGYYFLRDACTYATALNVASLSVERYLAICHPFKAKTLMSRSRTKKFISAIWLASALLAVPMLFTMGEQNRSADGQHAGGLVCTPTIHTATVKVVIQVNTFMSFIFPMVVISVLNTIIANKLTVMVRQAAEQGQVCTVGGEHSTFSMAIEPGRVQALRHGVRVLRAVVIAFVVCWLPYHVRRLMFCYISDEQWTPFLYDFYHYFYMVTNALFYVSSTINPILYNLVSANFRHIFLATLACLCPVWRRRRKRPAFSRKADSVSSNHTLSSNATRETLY
# NTR1 ag cell count 20 µM: also measured in NTR1 ag; calls as there; cell count; measured here: cell count, cytotoxicity flag
# NS5 inhibitors pilot replicate: also measured in NS5 inhibitors; calls as there; inhibition, %; measured here: pilot screen replicate inhibition
# Starred values were filed as active, the others as inactive; ? = inconclusive; [ ] = dose if it differs, or a comment. A portion of the library; rates above refer to the full screens.
SMILES,K1F lysis inhibition,NS5 inhibitors,NTR1 ag,NTR1 ag cell count 20 µM,others
COc1ccc(-c2ccc3c(c2)S(=O)(=O)c2cccc(C(=O)N4CCN(c5c(Cl)cncc5Cl)CC4)c2C3=O)cc1OC,0.8%,5%,-0.2,61,
CCN(C[C@H]1N[C@@](C)(C(=O)OC)[C@H]2C(=O)N(Cc3ccccc3)C(=O)[C@@H]12)C(=O)c1ccc(C)cc1,0.6%,-3%,0.6,59,NS5 inhibitors pilot replicate=-3.9
Cc1cc(Br)ccc1NC(=O)CNC(=O)CSc1nccn1C,0.9%[50 µM],-4%,2.4,52,
CN(C(=O)c1cccc(NC(=O)C2CCCN(C(=O)OC(C)(C)C)C2)c1)C1CCC1 (stereo not given),0.5%,2%,-1.2,54,
N#Cc1ccc(C#Cc2ccc3oc4ccccc4c(=O)c3c2)cc1,-0.3%,-1%,0.5,61,
CC(NC(=O)CSc1ncccn1)c1ccc2c(c1)OCO2 (stereo not given),-0.3%,7%,1.2,66,
O=C1c2ccccc2[C@@H]2C[C@H](NC34CC5CC(CC(C5)C3)C4)[C@@H](O)CCN12,0.4%,-6%,0.7,76,NS5 inhibitors pilot replicate=0.9
O=C(OCCN1C(=O)c2ccccc2C1=O)[C@@H]1CC(O)CN1S(=O)(=O)c1ccccc1[N+](=O)[O-] (stereo not given in full),0.5%[50 µM],1%,2.6,63,
O=[N+]([O-])c1ccccc1S(=O)(=O)N/C(=N/S(=O)(=O)c1ccccc1)c1ccccc1,0.0%,-2%,0.3,61,
COc1ccc(C)cc1NC(=O)C(c1ccccc1)N1CCN(CC(=O)NC2CC2)CC1 (stereo not given),-0.1%[50 µM],-7%,0.9,70,
O=C(Nc1cc(S(=O)(=O)N2CCOCC2)ccc1Cl)c1cc([N+](=O)[O-])ccc1Cl,-2.0%,-2%,12,36,
C[C@H](CO)N1C[C@H](C)[C@@H](CN(C)C(=O)NC2CCCCC2)Oc2c(NC(=O)C3CCCCC3)cccc2C1=O,0.0%,6%,5.6,58,NS5 inhibitors pilot replicate=-2.7
C[C@@H]1CN([C@@H](C)CO)C(=O)c2cccc(NC(=O)Nc3ccc(F)cc3)c2O[C@@H]1CN(C)Cc1ccc(Oc2ccccc2)cc1,0.1%,-13%,13,62,
CCn1c(C)nc2cc(C(=O)NN=C(C)c3ccc(C#N)cc3)ccc21,-4.9%,-3%,-0.4,46,
Cc1ccc(CNC(=O)c2ccc(C)s2)cc1,1.0%,5%,-1.0,36,
COc1ccc(C)cc1S(=O)(=O)NNc1nc(C)cc(C)n1,-1.9%,5%,3.1,54,
CCC(C)c1ccc(S(=O)(=O)N2CCN(CC(O)COCC3CCCO3)CC2)cc1 (stereo not given),1.4%[50 µM],-6%,2.2,62,
Cc1c(NC(=O)c2ccc(NS(=O)(=O)c3ccc(F)c(F)c3)cc2)c(=O)n(-c2ccccc2)n1C,0.6%[50 µM],-6%,1.4,70,
CC(C)CN(C(=O)CCC1CCCCC1)c1c(N)n(CC(C)C)c(=O)[nH]c1=O,0.8%[50 µM],-4%,1.0,61,
COc1ccc(CNCCS(=O)(=O)NC2CCCC2)cc1,0.0%,1%,0.6,52,
Cc1nn(CC(=O)Nc2ccc3c(c2)OCCO3)c(C)c1[N+](=O)[O-],0.0%,5%,-1.1,68,
CCCOc1ccc(C(=O)CCC(=O)OCC(=O)Nc2cccc(S(N)(=O)=O)c2)cc1,-0.2%[50 µM],-4%,0.0,54,
COc1ccc(C(CNC(=O)c2cccc(S(=O)(=O)N3CCc4ccccc43)c2)N(C)C)cc1 (stereo not given),13%,-13%,0.7,66,
COc1ccc(-c2noc(CCC(=O)N3CCN(c4ccccc4C(F)(F)F)CC3)n2)cc1,-0.2%,-5%,3.2,60,
O=C(O)c1cccc(S(=O)(=O)NCC2COc3ccccc3O2)c1 (stereo not given),3.1%,-5%,-0.1,54,
# Next part.
SMILES,K1F lysis inhibition,NS5 inhibitors,NTR1 ag,NTR1 ag cell count 20 µM,others
O=C(NCCN1C(=O)S/C(=C\c2ccc(Cl)cc2)C1=O)C1=COCCO1,-1.2%,-9%,-0.9,64,
CC(C)Cn1c(SCC(=O)O)nnc1-c1cccc(S(=O)(=O)N2CCOCC2)c1,1.4%[50 µM],-4%,-1.5,69,
O=C(COC(=O)/C=C/c1cccc(Br)c1)NC1CCCC1,1.4%,-3%,-1.1,68,
C[C@H]1COC(=O)[C@H](CC(=O)OC(C)(C)C)C/C=C\C[C@@H](CC(=O)N[C@H](CO)Cc2ccccc2)C(=O)N1,3.0%,-2%,-0.5,53,
CC(=O)C[C@@H](O)CC(=O)[C@@H]1OC(=O)CCCCC/C=C/Cc2ccccc21,-0.3%,6%,-0.2,58,
CN(C)S(=O)(=O)c1cccc(NC(=O)c2cc([N+](=O)[O-])ccc2N2CCCCC2)c1,0.3%[50 µM],-9%,3.4,64,
COc1ccc(CN(C)C(=O)Cn2cnc(C(=O)Nc3ccc(C)c(C)c3)n2)cc1OC,-0.1%,-2%,0.1,50,
COc1ccc(CNC(=O)N2CCN(C(=O)c3ccccc3)CC2)cc1,0.5%[50 µM],-6%,1.1,52,
O=C(COc1ccc(Cl)cc1Br)OCC(=O)c1ccc[nH]1,0.7%[50 µM],-9%,3.5,59,
Cc1ccc(S(=O)(=O)CC(=O)N2CCN(c3ccc([N+](=O)[O-])cc3)CC2)cc1,1.0%,-2%,0.5,53,
COc1ccc([C@H]2CC(=O)C=C(c3cc(Br)ccc3OC)C2)cc1,0.1%,-4%,0.2,67,
O=C(CCNC(=O)c1ccc([N+](=O)[O-])cc1)NC1CCCCC1,0.7%[50 µM],-4%,-0.5,74,
Cc1nc(-c2ccc(F)cc2)c(CC(=O)N(C)CC(=O)Nc2c(C)cccc2C)s1,0.7%[50 µM],-1%,1.0,59,
CC(C)C[C@@H]1CN=C(N)N1C[C@@H]1CCCN1C[C@H](C)N1C[C@@H](Cc2ccccc2)N(CCc2ccc(Cl)c(Cl)c2)C1=N,?,-4%,-2.8,57,
O=C(COC(=O)Cc1ccsc1)Nc1ccc(Cl)cc1F,-3.5%,-1%,1.0,55,
Cc1ccc(S(=O)(=O)Nc2ccc3c(c2)C(=O)N([C@H](C)CO)C[C@@H](C)[C@@H](CN(C)C(=O)Nc2cccc4ccccc24)O3)cc1,0.3%,2%,8.1,63,NS5 inhibitors pilot replicate=-1.2
CC12CCC(=O)N1C(C(=O)Nc1nccs1)CS2 (stereo not given),-0.4%[50 µM],-6%,-0.6,53,
Cc1nc2ccc(NS(=O)(=O)c3cccc([N+](=O)[O-])c3)cc2s1,0.0%,-6%,1.0,60,
CC1CCCN(C(=O)CNC(=O)c2sc3ccccc3c2Cl)C1 (stereo not given),1.0%[50 µM],1%,3.0,60,
CCCCN1CC(COCc2ccccc2)Oc2ccccc2S1(=O)=O (stereo not given),0.1%,-1%,1.8,55,NS5 inhibitors pilot replicate=4.8
N#Cc1ccc(C23OCCN2CCn2nc4ccccc4c23)cc1 (stereo not given),0.0%,-11%,-0.9,55,NS5 inhibitors pilot replicate=-4.6
CC(=NNC(=O)c1ccc2nc[nH]c2c1)c1ccc(Br)cc1,0.9%,-2%,0.0,57,
CC1CCCC(C)N1C(=O)COC(=O)c1ccc2ccccc2n1 (stereo not given),0.4%[50 µM],-1%,-0.7,57,
CC(=O)c1ccc(N2C(=O)CC(N3CCN(S(=O)(=O)c4ccc(C)c(C)c4)CC3)C2=O)cc1 (stereo not given),0.4%[50 µM],-4%,-0.1,67,
O=C(NNC(=O)c1ccc([N+](=O)[O-])cc1)c1ccc(NS(=O)(=O)c2cccs2)cc1,1.6%,6%,2.7,63,

# Brought forward from above: 3 compounds; new compounds follow.
SMILES,K1F lysis inhibition,NS5 inhibitors,NTR1 ag,NTR1 ag cell count 20 µM,others
CC1CCCC(C)N1C(=O)COC(=O)c1ccc2ccccc2n1 (stereo not given),0.4%[50 µM],-1%,-0.7,57,
CC(=O)c1ccc(N2C(=O)CC(N3CCN(S(=O)(=O)c4ccc(C)c(C)c4)CC3)C2=O)cc1 (stereo not given),0.4%[50 µM],-4%,-0.1,67,
O=C(NNC(=O)c1ccc([N+](=O)[O-])cc1)c1ccc(NS(=O)(=O)c2cccs2)cc1,1.6%,6%,2.7,63,
COC(=O)C1=C(C)N(Cc2ccccc2)C(=S)N[C@H]1c1cccc(C(F)(F)F)c1,1.7%,0%,2.3,58,
CCC(=O)c1ccc(OCC(=O)Nc2ccc3c(c2)OCCO3)cc1,-1.9%,-4%,0.4,55,
Cc1cc(C)c(NC(=O)COC(=O)Cn2nc(-c3ccccc3)oc2=O)c(C)c1,0.8%[50 µM],3%,1.7,58,
COc1ccc2sc(-c3ccc(S(C)(=O)=O)cc3)c(-c3ccc4c(c3)OCCO4)c2c1,-1.1%,-9%,0.1,57,
CC(Sc1nnc(C(F)(F)F)n1C)C(=O)Nc1ccc(N2CCOCC2)cc1 (stereo not given),0.3%[50 µM],-6%,0.4,47,
O=C(OCC(=O)N1CCC(c2ccccc2)=N1)c1ccc(Cl)s1,0.4%[50 µM],-2%,9.3,52,
CC1CCCC(NC(=O)NC(=O)COC(=O)C2=NN(c3ccccc3)C(=O)CC2)C1C (stereo not given),0.1%[50 µM],1%,0.1,62,
Cc1cccc(NC(=O)CN(CC2CCCO2)C(=O)c2cc(S(=O)(=O)N(C)C)ccc2F)c1C (stereo not given),-1.2%,5%,-0.5,47,
Cc1c(C(=O)NCc2ccccc2CN2CCCC2)oc2ccccc12,1.5%[50 µM],-10%,-0.1,43,
C=CCC[C@@H](Cc1ccc(F)cc1)C(=O)OC[C@H](Cc1c[nH]c2ccccc12)NC(=O)[C@@H](CC=C)CC(=O)NCCO,0.6%,-4%,7.5,72,
O=C(Nc1cccc(S(=O)(=O)N2CCOCC2)c1)C1CCCCN1S(=O)(=O)c1ccccc1 (stereo not given),0.9%[50 µM],4%,0.1,58,
CC1CCCC(C)N1C(=O)COC(=O)c1cncc(Br)c1 (stereo not given),1.1%,4%,-1.7,50,
CCC1CCCCN1C(=O)CSc1n[nH]c(N)n1 (stereo not given),4.0%,9%,-0.3,63,
Cc1cnc(C(=O)OCC(=O)Nc2cc(Cl)ccc2C#N)cn1,2.6%,4%,0.6,67,
Cc1ccc(NC(=O)CNc2cc(S(=O)(=O)N3CCOCC3)ccc2N2CCOCC2)cc1S(=O)(=O)N(C)C,-1.3%,7%,0.9,50,
O=C(NCC(c1ccco1)N1CCCCC1)c1cccc(S(=O)(=O)Nc2ccc(F)cc2)c1 (stereo not given),1.0%[50 µM],3%,-0.4,46,
CCCn1c(SCC(=O)Nc2ccc3c(c2)OCCO3)n[nH]c1=O,1.1%[50 µM],4%,-0.3,69,
COc1cc2sc3cc(NCC[C@@H]4CCCN4C)ccc3c(=O)c2cc1OC,-1.0%,-5%,16,73,
C[C@H](CO)N1C[C@H](C)[C@@H](CN(C)C(=O)Nc2ccccc2)Oc2c(NC(=O)Nc3ccccc3)cccc2C1=O,2.0%,-48%,2.8,56,
C[C@]12c3[nH]c4ccc(Cl)cc4c3CCN1C(=O)[C@@H](CC(=O)NCCN1CCOCC1)C[C@@H]2C(=O)N1CCOCC1,0.2%,-1%,0.1,59,
CC(C)[C@H](NC(=O)c1ccccc1Cl)C(=O)OCC(=O)NC(=O)NCc1ccco1,0.1%[50 µM],-12%,1.1,62,
Cc1cc2c(c(CO)c1CCO)C(=O)[C@@H](C)[C@@H]2O,-0.7%,-2%,-0.3,54,
O=C(COC(=O)c1cccnc1Cl)NC1CCCCC1,0.2%,1%,5.3,52,
CC(C)(Oc1ccc(Cl)cc1)C(=O)OCC(=O)NCCc1ccc(S(N)(=O)=O)cc1,1.0%[50 µM],0%,-0.8,71,
Cc1ccc(OCC(=O)N2CC(C)CC(C)C2)c([N+](=O)[O-])n1 (stereo not given),-0.2%,4%,1.7,64,
CC(=O)c1ccc(-c2c(C)cc3oc(=O)cc(-c4ccccc4)c3c2C)cc1,0.1%,-4%,0.1,54,

# Five structures already listed, sorted by heavy-atom count, largest number first:
SMILES,K1F lysis inhibition,NS5 inhibitors,NTR1 ag,NTR1 ag cell count 20 µM,others
C[C@H](CO)N1C[C@H](C)[C@@H](CN(C)C(=O)Nc2ccccc2)Oc2c(NC(=O)Nc3ccccc3)cccc2C1=O,2.0%,-48%,2.8,56,
CC(=O)c1ccc(N2C(=O)CC(N3CCN(S(=O)(=O)c4ccc(C)c(C)c4)CC3)C2=O)cc1 (stereo not given),0.4%[50 µM],-4%,-0.1,67,
CCCOc1ccc(C(=O)CCC(=O)OCC(=O)Nc2cccc(S(N)(=O)=O)c2)cc1,-0.2%[50 µM],-4%,0.0,54,
CC(C)[C@H](NC(=O)c1ccccc1Cl)C(=O)OCC(=O)NC(=O)NCc1ccco1,0.1%[50 µM],-12%,1.1,62,
Cc1nn(CC(=O)Nc2ccc3c(c2)OCCO3)c(C)c1[N+](=O)[O-],0.0%,5%,-1.1,68,

# Reprinted from above for reference:
SMILES,K1F lysis inhibition,NS5 inhibitors,NTR1 ag,NTR1 ag cell count 20 µM,others
Cc1ccc(OCC(=O)N2CC(C)CC(C)C2)c([N+](=O)[O-])n1 (stereo not given),-0.2%,4%,1.7,64,
CC(=O)c1ccc(-c2c(C)cc3oc(=O)cc(-c4ccccc4)c3c2C)cc1,0.1%,-4%,0.1,54,
